FBW7 activator – FBW7 E3 ligase activators, primary screen, biochemical, AlphaScreen, human. F-box/WD repeat-containing protein 7 (Homo sapiens), Q969H0. actives 0.13% (n = 650,000). normalized activity (activation), % at 26.1 µM. AlphaScreen FBW7–phospho-cyclin E peptide binding, activator screen. AID 1259310, 2017; in the data active = normalized activity above about 1.9%;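 also: purified mutant Fbw7 with reduced substrate affinity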
Target sequence (Q969H0 whole entry, looked up): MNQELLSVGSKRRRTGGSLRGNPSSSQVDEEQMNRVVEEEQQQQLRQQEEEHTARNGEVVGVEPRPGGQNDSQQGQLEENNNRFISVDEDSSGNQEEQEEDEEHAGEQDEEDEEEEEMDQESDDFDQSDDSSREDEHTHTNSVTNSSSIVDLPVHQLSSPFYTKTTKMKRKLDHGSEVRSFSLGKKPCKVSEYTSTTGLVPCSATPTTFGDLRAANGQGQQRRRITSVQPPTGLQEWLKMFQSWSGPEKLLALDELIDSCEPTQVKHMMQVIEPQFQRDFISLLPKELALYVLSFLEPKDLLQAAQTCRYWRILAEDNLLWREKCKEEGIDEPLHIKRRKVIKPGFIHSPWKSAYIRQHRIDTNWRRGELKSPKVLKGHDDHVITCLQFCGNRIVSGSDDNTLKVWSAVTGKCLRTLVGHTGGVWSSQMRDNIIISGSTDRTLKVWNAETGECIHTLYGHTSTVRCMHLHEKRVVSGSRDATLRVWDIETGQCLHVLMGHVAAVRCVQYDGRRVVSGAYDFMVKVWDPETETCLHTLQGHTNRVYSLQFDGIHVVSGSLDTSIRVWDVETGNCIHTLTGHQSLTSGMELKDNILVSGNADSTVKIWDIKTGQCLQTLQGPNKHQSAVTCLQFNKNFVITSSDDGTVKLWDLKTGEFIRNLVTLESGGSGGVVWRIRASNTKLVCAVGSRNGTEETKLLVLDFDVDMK
MITF inh – MITF inhibitors, primary screen, biochemical, AlphaScreen, human | AlphaScreen MITF homodimerization, bead proximity signal | actives 0.91% (n = 650,000) | inhibition, % at 2.6 µM; in the data active = inhibition above about 50%;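 also: 0% = vehicle wells with protein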
GPR151 activ – activators of human GPR151, primary screen, cell-based, PathHunter beta-arrestin, luminescence; PathHunter beta-arrestin GPR151 cells; activation, % at 11.2 µM; actives 1% (n = 650,000); AID 1508602, 2020; in the data active = activation above about 4.9%;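 also: 0% = median of compound wells and 100% = cells with positive control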
Target sequence (Q8TDV0 whole entry, looked up): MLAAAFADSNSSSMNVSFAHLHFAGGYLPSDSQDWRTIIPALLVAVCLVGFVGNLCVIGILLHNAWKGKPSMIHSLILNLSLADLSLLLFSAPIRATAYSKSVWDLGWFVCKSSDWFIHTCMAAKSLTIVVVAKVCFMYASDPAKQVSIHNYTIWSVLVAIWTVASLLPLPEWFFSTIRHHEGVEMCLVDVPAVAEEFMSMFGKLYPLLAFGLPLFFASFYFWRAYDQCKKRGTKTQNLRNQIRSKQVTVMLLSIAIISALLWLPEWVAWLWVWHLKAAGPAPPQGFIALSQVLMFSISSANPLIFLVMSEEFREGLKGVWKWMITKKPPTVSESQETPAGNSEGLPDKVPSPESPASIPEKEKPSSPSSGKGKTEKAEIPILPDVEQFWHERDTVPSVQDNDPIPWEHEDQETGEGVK
TEAD-YAP inh – TEAD-YAP interaction inhibition, primary screen, TEAD-YAP interaction inhibitor project, luminescence, HEK-TIYL cells. inhibition, % at 9.12 µM. actives 1.4% (n = 640,000). AID 1259422, 2018. TEAD-Gal4/YAP UAS-luciferase luminescence; in the data active = inhibition above about 32%;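 also: 0% = median of test compound wells and 100% = reference inhibitor wells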
Starred values were filed as active, the others as inactive. This is a random part of the collection; 3.5% or so of the library scored in one or more.

SMILES | FBW7 activator | MITF inh | GPR151 activ | TEAD-YAP inh
CCOc1ccc(C(=O)Nc2cccc(C)c2)cc1Br | 0.4 | 9 | 0.9 | -41
COc1ccc2c(c1)c(N=O)c(O)n2C | 0.1 | 4 | -1.7 | -2
CCCNc1nc(-c2c(C)nn(C)c2C)nc2c1ncn2-c1ccccc1 | 0.3 | 18 | -0.2 | -24
CN(Cc1ccc(F)cc1)c1ccc(OCC(=O)N2CCOCC2)nn1 | -0.2 | -3 | 1.7 | -3
Cc1ccccc1-n1c(SC(C)C)nc2c(c1=O)C1(CCCC1)Cc1ccccc1-2 | 0.0 | 1 | -0.2 | 2
Cc1ccc(CSCCNS(=O)(=O)c2ccccc2[N+](=O)[O-])cc1 | 0.4 | 41 | 2.3 | 7
Cc1cccnc1N/C(=N/S(=O)(=O)c1cccs1)c1ccccc1 | 0.1 | -3 | 0.2 | 5
O=C(c1cccc(N2CCCC2=O)c1)N1CCN(c2cccc(Cl)c2)CC1 | -0.1 | 1 | 0.4 | 44*
CC1(CCc2ccccc2)NC(=O)N(CC(=O)Nc2ccc(OC(F)F)cc2)C1=O (stereo not given) | 0.1 | 0 | -0.4 | -1
CC1C(=O)Nc2ccc(S(=O)(=O)Nc3ccc(F)cc3F)cc2NC1=O (stereo not given) | -0.3 | 12 | 0.4 | -1
Cc1ccc(-n2nc(C)c(C(=O)O)c2-n2cccc2)cc1 | -0.3 | 9 | -1.6 | 0
Cc1cc(C(=O)COC(=O)c2ccc(O)cc2O)c(C)n1-c1ccccc1 | -0.1 | 9 | -0.8 | 64*
O=c1oc2ccc(Cl)cc2cc1-c1ccc([N+](=O)[O-])cc1[N+](=O)[O-] | -0.2 | 15 | -0.5 | 21
CCCn1c(SCC(=O)Nc2c(C)cc(C)cc2C)n[nH]c1=O | 0.2 | 6 | -0.6 | 5
Nc1c(S(=O)(=O)O)cc(Nc2ccc(Nc3nc(Cl)nc(Nc4ccc(S(=O)(=O)O)cc4)n3)c(S(=O)(=O)O)c2)c2c1C(=O)c1ccccc1C2=O | -0.3 | 61* | -1.5 | 11
CC(NC(=O)/C(=C\c1ccco1)NC(=O)c1ccco1)C(=O)O (stereo not given) | 0.0 | 13 | -0.8 | -1
CCOC(=O)C1=C(C)N=c2s/c(=C\c3ccc(-c4cc([N+](=O)[O-])ccc4C)o3)c(=O)n2C1c1ccc(OC)cc1OC (stereo not given) | 0.0 | 4 | 0.9 | -5
CCCCSc1nc2c(c(=O)[nH]1)C(c1ccc(OC)cc1)C1=C(CCCC1=O)N2 (stereo not given) | 0.0 | -1 | -1.1 | 7
COc1ccc(S(=O)(=O)Nc2cc(C)cc(C)c2)cc1I | 0.1 | 7 | 1.3 | 4
CC(C)CNc1nc2c(c(=O)n(Cc3ccccc3)c(=O)n2C)n1C | -0.1 | 0 | 0.0 | 5
COc1ccc(-c2nc(C3CCN(S(C)(=O)=O)CC3)n3ccc(OC)cc23)cc1 | -1.2 | 26 | -0.1 | -40
COc1cc(C=NNC(=O)Cn2cnc3c(=O)n(C)c(=O)n(C)c32)cc(Cl)c1O | 0.1 | 0 | 2.1 | -10
Cc1ccc(-n2nc3ccc(NC(=O)c4oc5ccccc5c4C)cc3n2)cc1 | -0.1 | -2 | 0.4 | 3
CNS(=O)(=O)c1cc(-c2nnc(Nc3ccc(OC(F)(F)F)cc3)c3ccccc23)ccc1C | -0.1 | 8 | -1.6 | -7
Cc1nn(C)cc1S(=O)(=O)NCc1ccc(Cl)cc1 | 0.0 | -3 | 1.0 | -2
COc1ccc(C(=O)c2oc3ccc(NC(=O)c4ccccc4Br)cc3c2C)cc1OC | -0.2 | 2 | -0.6 | 23
CN(C)c1cccc(Nc2nc(NCCc3ccc(O)cc3)c3ncn(CCN4CCCC4=O)c3n2)c1 | -0.1 | 3 | -1.2 | -3
Cc1cc(C)c(C(=O)Nn2c(-c3ccc(F)cc3)nc3ccccc3c2=O)cc1C | 0.2 | 13 | 1.4 | 7
COc1ccc(CN2C(=O)C3C(C(=O)Nc4ccc(Cl)c(Cl)c4)C4C=CC3(O4)C2C(=O)NC2CCCCC2)cc1 (stereo not given) | 0.0 | 6 | 0.3 | -3
O=C(c1cc2c(=O)oc3ccccc3c2s1)N1CCC2(CC1)OCCO2 | 0.0 | 7 | 0.2 | -2
O=C1CC(/C=C/c2ccccc2)(C(=O)NC2CCCCC2)N1c1cccnc1 (stereo not given) | 0.1 | 2 | 0.8 | 4
CC(=O)CSc1ncnc2sc3c(c12)CCC(C)C3 (stereo not given) | 0.7 | 10 | -2.8 | -9
CCOC(=O)C1(CCCc2ccccc2)CCN(C(=O)CCn2cnnn2)CC1 | 0.1 | 7 | 0.7 | 1
CC1Nc2ccccc2C(=O)N1NC(=O)c1ccc(Br)cc1 (stereo not given) | 0.1 | -23 | -0.2 | -5
Cc1ccc(Cn2nc(C)c(NC(=O)CCCn3nc([N+](=O)[O-])cc3C)c2C)cc1 | 0.0 | -2 | 0.3 | 3
Cc1sc(NC(=O)c2ccc(Cl)c([N+](=O)[O-])c2)c(C#N)c1C | 0.0 | 1 | -0.3 | -6

Copied from the results shown for reference:
SMILES | FBW7 activator | MITF inh | GPR151 activ | TEAD-YAP inh
CNS(=O)(=O)c1cc(-c2nnc(Nc3ccc(OC(F)(F)F)cc3)c3ccccc23)ccc1C | -0.1 | 8 | -1.6 | -7
Cc1nn(C)cc1S(=O)(=O)NCc1ccc(Cl)cc1 | 0.0 | -3 | 1.0 | -2
COc1ccc(C(=O)c2oc3ccc(NC(=O)c4ccccc4Br)cc3c2C)cc1OC | -0.2 | 2 | -0.6 | 23
CN(C)c1cccc(Nc2nc(NCCc3ccc(O)cc3)c3ncn(CCN4CCCC4=O)c3n2)c1 | -0.1 | 3 | -1.2 | -3
Cc1cc(C)c(C(=O)Nn2c(-c3ccc(F)cc3)nc3ccccc3c2=O)cc1C | 0.2 | 13 | 1.4 | 7
COc1ccc(CN2C(=O)C3C(C(=O)Nc4ccc(Cl)c(Cl)c4)C4C=CC3(O4)C2C(=O)NC2CCCCC2)cc1 (stereo not given) | 0.0 | 6 | 0.3 | -3
O=C(c1cc2c(=O)oc3ccccc3c2s1)N1CCC2(CC1)OCCO2 | 0.0 | 7 | 0.2 | -2
O=C1CC(/C=C/c2ccccc2)(C(=O)NC2CCCCC2)N1c1cccnc1 (stereo not given) | 0.1 | 2 | 0.8 | 4
CC(=O)CSc1ncnc2sc3c(c12)CCC(C)C3 (stereo not given) | 0.7 | 10 | -2.8 | -9
CCOC(=O)C1(CCCc2ccccc2)CCN(C(=O)CCn2cnnn2)CC1 | 0.1 | 7 | 0.7 | 1
CC1Nc2ccccc2C(=O)N1NC(=O)c1ccc(Br)cc1 (stereo not given) | 0.1 | -23 | -0.2 | -5
Cc1ccc(Cn2nc(C)c(NC(=O)CCCn3nc([N+](=O)[O-])cc3C)c2C)cc1 | 0.0 | -2 | 0.3 | 3
Cc1sc(NC(=O)c2ccc(Cl)c([N+](=O)[O-])c2)c(C#N)c1C | 0.0 | 1 | -0.3 | -6

More compounds follow:
SMILES | FBW7 activator | MITF inh | GPR151 activ | TEAD-YAP inh
CCc1cc(=O)n2[nH]c(C)c(-c3ccccc3OC)c2n1 | 0.0 | 2 | 0.7 | -3
Cc1ccc(N2C(=O)c3cccc4c(N5CCN(C)CC5)ccc(c34)C2=O)c2cccnc12 | 0.2 | 9 | -1.0 | 15
O=C1NC(=O)C2C1C(c1ccccc1)N1C3C(=O)NC(=O)C3C(c3ccccc3)N21 (stereo not given) | 0.3 | 3 | -0.4 | -5
CCCCCOC(=O)C1=C(C)NC(=O)NC1c1ccc(OCC)cc1 (stereo not given) | -0.1 | 4 | 1.1 | 5
Cc1ccc(-c2nc(COC(=O)C3Cc4ccccc4CN3S(C)(=O)=O)cs2)cc1 (stereo not given) | -0.2 | -2 | 0.3 | 5
COc1ccc(N2CCN(C(=O)c3ccc4nc(-c5ccc(OC)c(OC)c5)c(-c5ccc(OC)c(OC)c5)nc4c3)CC2)cc1 | -0.1 | 6 | 1.2 | 8
CC1(C)CC(=O)C(C=Nc2cccnc2)=C(O)C1 | 0.0 | 19 | 0.0 | 10
COc1ccc(Br)c(/C=C2\NC(=S)NC2=O)c1 | 0.2 | 8 | 0.2 | 12
COC(=O)c1sc(NC(=O)COc2ccccc2C)c(C#N)c1C | 0.1 | 0 | 1.0 | 0
COCCn1c(=O)[nH]c2cc(C(=O)Nc3cc(OC)cc(OC)c3)ccc2c1=O | 0.0 | -4 | 3.0 | 12
Cc1ccc(/C(O)=C/c2nc3ccccc3[nH]2)cc1 | -0.1 | 16 | -0.5 | -28
O=C(COC(=O)c1ccc2c3c1C1C=CCC1CN3CC1CC=CC21)c1ccc(Cl)cc1 (stereo not given) | -0.2 | 1 | -1.7 | -3
O=C(NCC1CCNCC1)c1ccno1 | 0.6 | 6 | -1.5 | 10
CC(=O)c1cccc(NC(=O)C=C(C)C)c1 | 0.0 | -1 | 0.0 | 2
Cc1ccc(C2CC(C(F)(F)F)n3nc(C(=O)NCCc4ccccc4)cc3N2)cc1 (stereo not given) | 0.0 | -3 | 1.9 | 6
CC(=O)Nc1ccc(C(=O)Nc2ccc(C)cc2C(=O)O)cc1 | 1.3 | -8 | 1.6 | -20
COc1ccc(Cn2c(=S)[nH]c3cc(C(=O)NCCc4ccc(Cl)cc4)ccc3c2=O)cc1 | 0.0 | -6 | -0.1 | 0
CC(C)N(CCNC(=O)c1ccnc(Nc2cnccn2)c1)C(C)C | 0.2 | 14 | -0.3 | -4
Cn1cnc([N+](=O)[O-])c1Sc1ncnc2c1ncn2Cc1ccccc1 | -0.1 | 6 | 0.8 | 5
O=C(CSc1nc2ccccc2c(=O)n1Cc1ccc2c(c1)OCO2)N1CCCc2ccccc21 | 0.1 | 14 | -1.2 | 3
Cc1ccc(CNC(=O)C(=O)NCC2OCCN2C(=O)c2ccc(Cl)cc2)cc1 (stereo not given) | 0.1 | -8 | -1.0 | 6
CC(=O)c1ccc(NC(=O)Cn2nc(C(F)(F)F)c(Cl)c2C)cc1 | -0.1 | -2 | 1.8 | -20
CC1CCCC(NC(=O)Cn2ncc(Cl)c(Cl)c2=O)C1C (stereo not given) | 0.2 | 5 | -1.3 | -23
c1ccc2c(c1)sc1nnc(SCc3cn4cccnc4n3)n12 | 0.0 | 5 | 5.0* | -9
COc1ccc(OC)c2[nH]c(=O)c(CCNC(=O)c3cccc(C)c3)cc12 | 0.0 | 13 | 1.4 | -10
Cc1ccccc1NC(=O)CN1C(=O)c2ccccc2C1=O | 0.0 | 3 | 0.6 | 0
O=C(Cn1c(=O)n(Cc2ccc3c(c2)OCO3)c(=O)c2cccnc21)Nc1ccc(F)cc1 | 0.1 | -5 | -1.0 | 2
COC(=O)COc1ccc(S(=O)(=O)Nc2ccc3c(c2)OCCO3)cc1 | 0.4 | 10 | -0.2 | 2
CCCCOc1ccc(OC(=O)c2sc3ncn(Cc4ccccc4Cl)c(=O)c3c2C)cc1 | -0.2 | 3 | 1.2 | -6
Cc1cc(Cl)ccc1NC(=O)Cc1ccccc1[N+](=O)[O-] | -0.1 | -16 | 0.4 | -11
CCCCC(C(=O)O)N1C(=O)c2cc(Cl)c(Cl)cc2C1=O (stereo not given) | -0.2 | -2 | -0.4 | -7
CCOc1ccc(C2(c3cccc(Br)c3)CCCCC2)cc1 | -0.1 | -8 | 0.6 | 2
Cc1ccc(C(NC(=O)CCl)c2cccs2)cc1 (stereo not given) | 0.0 | 12 | 3.6 | 13
CC1CCCC(NC(=O)CCCC2=NS(=O)(=O)c3ccccc3N2)C1C (stereo not given) | -0.3 | -4 | 1.1 | 5
Cc1nnc(C)n1/N=C/c1ccccc1 | 0.1 | -10 | -1.2 | 1
COCCNC(=O)c1cc2c(=O)n3ccccc3nc2n(Cc2cccnc2)c1=N | -0.3 | 7 | 0.0 | -5
Cc1cncc2cccc(NC3CCCN(C(=O)[C@@H](N)Cc4ccccc4)C3)c12 (stereo not given in full) | -0.2 | 9 | -1.1 | 12
CCOC(=O)c1cccc(NC(=O)CSc2cc(=O)n(C)c3ccccc23)c1 | 0.0 | -8 | 0.1 | -8
CCOC(=O)C1=C(CN2CC(C)CC(C)C2)NC(=O)NC1c1cc(C)ccc1C (stereo not given) | -0.1 | -4 | -0.4 | 8
O=[N+]([O-])c1cc(CN2CCSCC2)ccc1Cl | -0.3 | 0 | -0.4 | 6
Cc1cc(C)c(S(=O)(=O)N2CCC(Cc3ccccc3)CC2)c(C)c1 | -0.1 | -6 | 0.0 | 3
Cc1[nH]nc2c1C(c1cccc(OC(=O)N3CCOCC3)c1)C(C#N)=C(N)O2 (stereo not given) | -0.1 | 10 | 0.0 | 6
CCOc1ccc2nc(NC(=O)CNS(=O)(=O)c3cccc4nonc34)sc2c1 | -0.1 | -12 | -0.8 | -16
O=C(NCC1CCCO1)c1ccccc1CCc1ccccc1 (stereo not given) | -0.9 | 4 | 0.5 | -4
O=C(NNC(=O)c1ccc(NC(=O)c2ccc(Cl)cc2)cc1)c1ccc(Cl)cc1 | 0.3 | 0 | 0.6 | -9
O=C(Nc1cccc(Cl)c1)N[C@H]1C[C@H]2C(=O)N[C@@H](CO)C(=O)N2C1 | 1.2 | 17 | 0.4 | 11
CCOc1ccc(C(=O)c2c(N)c(C(=O)Nc3ccccc3C)c3ccccn23)cc1 | 0.0 | 5 | 0.2 | -3
O=C(NNc1nc2ccccc2s1)c1ccc(Br)cc1 | -0.1 | -16 | 0.5 | 13

Assay outcomes: PubChem BioAssay, The Scripps Research Institute Molecular Screening Center
